# Compound activity deposited in PubChem by several laboratories.
# TNF necrop inh – TNF-alpha cell death inhibition in Jurkat FADD-/- cells. activation (protection from cell death), % at 10 µM. 220,000 compounds, 0.068% hits. AID 463075. Jurkat FADD-/- TNF necroptosis rescue, ATP luminescence, 24 h; 0 = TNF only, 100 = no-TNF cells;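 active = activation, meaning protection from cell death, of at least 50% relative to plate controls; inactive = activation below 50%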;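 also: necroptosis triggered by 40 ng/mL TNF-alpha added together with compound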
# FXIIa inh 1536 – inhibitors of human coagulation factor XIIa; P00748; purified FXIIa, Boc-QGR-AMC fluorogenic substrate, 2 h; inhibition, % at 5 µM; 220,000 compounds, 0.3% hits; AID 800; in the data active = inhibition above about 40%;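 also: 0% = enzyme with no compound and 100% = blank without enzyme; many of its hits are not listed in these tables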
# Target sequence (P00748 20-372 limits assumed): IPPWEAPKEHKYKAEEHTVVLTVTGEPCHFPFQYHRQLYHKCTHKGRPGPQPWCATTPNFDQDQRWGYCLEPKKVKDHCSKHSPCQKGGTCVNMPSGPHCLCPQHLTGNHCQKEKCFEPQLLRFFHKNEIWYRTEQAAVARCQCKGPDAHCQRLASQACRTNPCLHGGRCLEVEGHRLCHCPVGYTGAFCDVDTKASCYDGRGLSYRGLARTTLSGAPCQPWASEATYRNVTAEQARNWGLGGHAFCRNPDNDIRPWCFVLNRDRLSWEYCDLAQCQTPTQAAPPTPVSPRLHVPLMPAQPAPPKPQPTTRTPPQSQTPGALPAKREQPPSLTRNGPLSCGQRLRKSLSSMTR
# Target sequence (P00748 373-615 limits assumed): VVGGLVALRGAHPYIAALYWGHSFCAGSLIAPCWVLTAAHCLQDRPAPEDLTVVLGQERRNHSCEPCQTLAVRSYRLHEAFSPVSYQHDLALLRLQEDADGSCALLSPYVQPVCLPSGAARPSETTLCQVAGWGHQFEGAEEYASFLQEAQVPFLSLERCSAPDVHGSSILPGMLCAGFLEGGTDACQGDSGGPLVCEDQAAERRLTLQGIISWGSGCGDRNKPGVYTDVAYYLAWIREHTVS
# FXIa inh – blocks human coagulation factor XIa protease activity; purified FXIa, Boc-Glu-Ala-Arg-AMC fluorogenic substrate; inhibition, % at 5 µM; 220,000 compounds, 0.14% hits;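 active = inhibition of at least 40%; inactive = inhibition below 40%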;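 also: fluorescence of freed AMC excited at 355 nm; 0% = enzyme without compound and 100% = no enzyme blank; many of its hits are not listed in these tables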
# Hck Nef HTS – blocks Nef-activated human Hck kinase | Recombinant Hck-YEEI plus Nef, Z-Lyte FRET kinase assay | inhibition, % at 20 µM | AID 463187 | P08631 | 220,000 compounds, 0.68% hits;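 active = Hck-Nef kinase inhibition above about 50%, limit read from the data; inactive = inhibition below that limit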;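 also: 0% = DMSO with Hck plus Nef and 100% = Hck alone without Nef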
# Cl transport mod – modulators of human KCC2 chloride dependent transport. Q9H2X9. KCC2 cells, thallium flux FluoZin-2 fluorescence. B-score of Tl+ flux slope (higher = more flux/activation; lower = inhibition) at 10 µM. 190,000 compounds, 2.2% hits;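 active = thallium flux slope and its plate-corrected score both differing from the plate sample mean at a set confidence after two filtering rounds, in either direction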;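 also: slope of fluorescence scaled to starting intensity during 10 to 20 s after thallium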
# hK5 inh – blocks human kallikrein 5 protease activity | recombinant hK5, fluorogenic AMC substrate cleavage | inhibition, % at 5 µM | 210,000 compounds, 0.59% hits;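 active = inhibition of 40% or more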;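 also: 0% = enzyme controls without compound and 100% = no-enzyme blanks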
# Rad51 HR inh – Rad51 (human) homologous recombination inhibition | 200,000 compounds, 0.085% hits | Q06609 | inhibition, % at 10 µM | hRad51 DNA strand exchange, fluorescence dequenching | AID 1385;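 active = inhibition above 40% at the single screening dose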;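 also: 0% = DMSO control wells and 100% = blanks with heterologous ssDNA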
# Target sequence (Q06609 whole entry, looked up): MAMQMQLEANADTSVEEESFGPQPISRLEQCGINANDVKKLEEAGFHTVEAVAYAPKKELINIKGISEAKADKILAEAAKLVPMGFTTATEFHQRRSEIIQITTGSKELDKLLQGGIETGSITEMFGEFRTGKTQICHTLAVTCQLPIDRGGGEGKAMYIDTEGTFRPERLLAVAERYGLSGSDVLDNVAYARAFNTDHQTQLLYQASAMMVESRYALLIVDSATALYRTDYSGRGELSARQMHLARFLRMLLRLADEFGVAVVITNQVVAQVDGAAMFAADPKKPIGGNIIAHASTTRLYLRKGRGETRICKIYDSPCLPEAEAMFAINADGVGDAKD
#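 Test system: preformed human Rad51 ssDNA filaments; also added: Donor/quencher-labelled 47-bp dsDNA substrate; doses: 10 µM final, single point; times: 37 °C 15-min filament assembly, 30-min compound preincubation, 15-min exchange; detection: FRET fluorescence dequenching, excitation 485 nm, emission 520 nm; read-out basis: Fluorescence-based percent inhibition, control- and blank-normalised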
# zVAD death inh – blocks zVAD induced death of L929 cells. L929 zVAD necroptosis rescue, ATP luminescence, 24 h; with zVAD 60 µM. viability rescue, % at 10 µM. 220,000 compounds, 0.38% hits;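 active = activation, scaled between plate controls, above about 75%, limit read from the data; inactive = activation under that limit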;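 also: 0% = zVAD with DMSO and 100% = DMSO alone without zVAD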
# Thrombin inh – inhibitors of human thrombin; P00734; alpha-thrombin, Boc-VPR-AMC fluorogenic substrate cleavage; inhibition, % at 5 µM; 220,000 compounds, 0.26% hits;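 active = inhibition at or above 40%; inactive = inhibition below 40%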;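 also: 0% = enzyme with no compound and 100% = wells without enzyme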
#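 System: human alpha-thrombin protein; Compound dosing: one concentration per compound, 5 µM, with 0.2% DMSO; Timing: reaction at room temperature; Technique: AMC fluorescence, 355/460 nm; Controls: enzyme without compound as high, wells lacking enzyme as low.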
# * marks the source's active call; other numbers are inactive results; / = not tested or not shown.
canonical_smiles,TNF necrop inh,FXIIa inh 1536,FXIa inh,Hck Nef HTS,Cl transport mod,hK5 inh,Rad51 HR inh,zVAD death inh,Thrombin inh
CC1CCc2nc(N)c(C#N)c(-c3ccncc3)c2C1 (stereo unspecified),-0.2,-12,-7,2,1.4,-28,5,-0.1,3
O=C(COC(=O)c1cc(NS(=O)(=O)c2cccs2)ccc1O)Nc1ccc(F)c(F)c1F,1.7,/,-6,-5,0.72,-6,4,2.7,-13
Cc1[nH]n(C)c(=O)c1C(=O)c1c(-c2ccccc2Cl)noc1C,-14,4,1,4,-2.2,-4,2,0.5,-8
COc1cccc(/C=C2\SC(=O)N(CCC(=O)NNC(=O)c3ccccc3Cl)C2=O)c1,0.2,7,-4,-1,-0.48,-30,/,-0.2,-3
Cc1ccc(Cl)c(NC(=O)COC(=O)CNS(=O)(=O)/C=C/c2ccccc2)c1Cl,1.4,13,6,0,-1.2,3,1,0.7,-2
CCc1ccc(C(=O)N/N=C/c2ccc(Cl)cc2Cl)nc1,-0.5,9,7,0,-0.25,-27,-1,1.1,0
NS(=O)(=O)c1ccc(O)c(N2C(=O)c3cccc4c(C(=O)c5ccccc5)ccc(c34)C2=O)c1,0.4,15,0,13,0.63,-21,-3,3.0,6
Cc1ccc(S(=O)(=O)Oc2ccccc2/C=N/N=C(N)N)cc1,4.1,9,4,16,0.045,2,6,-1.0,-4
Cc1ccc(COn2c(-c3ccc(Cl)cc3Cl)nc3ncccc32)cc1,-4.1,9,3,6,-1.3,-22,0,-0.5,-13
CC1CCN(C(=O)COc2ccccc2F)CC1,1.6,0,3,2,-0.43,1,8,0.7,0
N#Cc1ccc(C(=O)Nc2ccn(-c3ccccc3)n2)cc1,0.5,5,7,2,-2.8,-5,20,0.2,0
COCCCNc1ncnc2sc3c(c12)CCC(C)C3 (stereo unspecified),-0.5,8,6,21,-0.88,-6,4,-0.8,1
Cc1ccc(C)c(NC(=O)CN(C)S(=O)(=O)c2ccc(F)cc2)c1,-0.7,26,16,0,/,18,-2,0.2,13
Cc1ccc(-c2noc(-c3ccccc3F)n2)cc1,0.3,2,-3,-6,0.57,-7,-14,1.0,4
O=C(C1CCN(c2ccc(N3CCOCC3)nn2)CC1)N1CCc2ccccc2C1,0.6,-12,-14,1,0.028,-14,/,0.7,2
COC(=O)c1c(NC(=O)CSc2nnnn2C)sc(C)c1C,-1.8,16,2,3,0.83,0,5,-0.3,2
COc1ccc(NC(=O)CN(C)CC(=O)Nc2ccc3c(c2)CCC3)cc1,1.3,17,12,14,0.019,22,19,0.1,10
C=CCn1c(SCc2c(C(=O)OC)sc(N)c2C(=O)OC)nnc1-c1ccc(Cl)cc1,-0.5,11,3,1,/,-13,-2,0.0,-1
Cc1cc(=O)n2c(n1)OC(CO)C2 (stereo unspecified),-0.4,20,4,0,0.89,5,3,0.5,8
CS(=O)(=O)N(CC(=O)N1CCCC1)c1ccc(Cl)c(Cl)c1,5.9,8,-1,-2,/,-2,3,0.7,1
CC(=O)N(c1ccccc1)C1CCCC1,1.0,15,7,8,-0.097,-10,0,0.3,-10
CCCCOC(=O)c1ccc(NC(=O)c2c(Cl)ccc(Cl)c2OC)cc1,4.4,3,-3,-1,-1.3,-10,21,8.7,-8
CCOC(=O)c1ccc(NC(=O)c2cc(OC)c(OC)c(OC)c2Br)cc1,0.1,-12,-8,-1,-1.1,-16,2,-0.4,-9
COC(=O)c1cc(OC)ccc1-c1ccc(OC)cc1,-2.6,-5,-5,0,0.1,6,7,0.0,-4
CCOC(=O)C1=C(C)NC(=O)NC1c1ccc(OC)c(CN2CCOCC2)c1 (stereo unspecified),1.4,2,1,-1,-0.86,5,/,0.1,-1
CCC(C)SCc1nc2ccccc2[nH]1 (stereo unspecified),21,9,3,-9,0.69,-4,4,3.6,2
CC(CCC(=O)Nc1nncs1)C(=O)O (stereo unspecified),0.7,7,5,14,-0.29,-23,5,1.6,-4
COc1cc(OC)c2ccc(=O)oc2c1C(CCN1CCCC1)c1ccc(N(C)C)cc1 (stereo unspecified),3.3,5,2,28,-0.61,2,-3,0.3,-2
O=C(Nc1ccc(N2CCOCC2)cc1)c1nc2ccccc2s1,-0.9,10,-4,20,1.1,-5,21,-0.3,-2
CC(=O)c1ccc(N2CCN(C(=S)Nc3ccc(Oc4ccccc4)cc3)CC2)cc1,-18,3,-4,19,-0.13,-6,-17,0.9,-12
Cc1nn(CCc2n[nH]c(=S)n2-c2ccc(F)cc2)c(C)c1[N+](=O)[O-],0.5,7,2,-2,1.2,-7,1,0.1,-2
COc1ccc(-c2cn3cc(C(F)(F)F)cc(Cl)c3n2)cc1,-3.1,-1,-4,-9,-2.7,-16,1,1.9,4
CCOC(=O)C1=C(C)NC2=C(C(=O)c3ccccc32)C1c1ccc(O)cc1 (stereo unspecified),0.2,5,1,4,-0.9,1,10,1.6,0
COc1ccc(C(c2nnnn2C2CCCCC2)N2CCN(c3ccccc3F)CC2)cc1 (stereo unspecified),-11,-10,-1,-2,-1.7,-7,6,0.2,1
COc1cc(-c2nc(S(=O)(=O)c3ccc(C)cc3)c(N3CCOCC3)o2)cc(OC)c1OC,-9.5,9,6,0,0.73,-7,/,-0.3,8
[O-]/[N+](=C\C=C\c1ccccc1)c1ccccc1,-3.4,7,1,17,0.014,-3,10,-0.6,-2
COc1ccc(NC(=O)c2cc(Br)ccc2Cl)c([N+](=O)[O-])c1,0.5,2,-3,-7,0.91,-7,7,-0.2,2
CCc1cc2ccc(OC)cc2nc1SCC(=O)NNC(=O)c1ccco1,0.2,9,-1,15,17*,2,/,-0.9,-1
COC(=O)c1ccccc1OCCCN(C)C,2.1,3,-5,-1,0.87,-5,1,-0.8,-2
N=C1C(c2nc3ccccc3s2)=C(O)CN1NC(=O)c1ccccc1[N+](=O)[O-],-0.6,13,-2,15,-0.47,10,/,0.2,-3
CCCS(=O)(=O)N1CCN(S(=O)(=O)c2ccccc2[N+](=O)[O-])CC1,0.6,2,-3,3,0.057,-8,-43,0.1,0
Cc1nn(-c2ccccc2)c(N2CCCC2)c1/C=N/NC(=O)c1cc(-c2cccs2)nc2ccccc12,0.8,7,-4,0,0.68,-12,-1,4.1,-14
Cc1cc(Br)ccc1NC(=O)CCSc1ccccc1,0.0,15,5,-2,1.6,-15,-6,0.0,-1
CC1CCN(S(=O)(=O)c2ccc(S(=O)(=O)NCC3COCCO3)cc2)CC1 (stereo unspecified),1.9,15,1,6,/,-8,3,0.3,4
CCCOc1ccc(C(=O)c2nc3c(n2O)CCCCC3)cc1,-0.3,21,3,-2,/,-2,-2,-0.2,3
O=c1cc(-c2ccccc2)nc2nc(-c3ccco3)[nH]n12,-1.1,25,17,-3,0.98,-10,5,0.0,-4
O=[N+]([O-])c1ccc(S(=O)(=O)NCC2CCCO2)cc1 (stereo unspecified),3.6,1,3,3,1.6,-13,-1,1.8,-11
CN(CC(=O)Nc1ccc2c(c1)OCCO2)S(=O)(=O)c1cccc2cccnc12,-1.1,7,-1,1,/,0,7,2.2,-3
Cc1c([N+](=O)[O-])c([N+](=O)[O-])nn1CC(=O)NCc1cccnc1,0.7,3,-4,24,0.72,-1,2,14,-7
Cc1cccc(-n2c(SCN3C(=O)c4ccccc4C3=O)nc3ccccc3c2=O)c1,-0.9,3,0,5,0.86,-4,7,-0.8,-6
Cc1ccc(-c2nc3ncccn3c2NC2CCCCC2)o1,-2.1,5,1,-3,-1.4,-10,-2,-0.8,1
Cc1ccc(NC(=S)NC(CO)C(O)c2ccc([N+](=O)[O-])cc2)cc1 (stereo unspecified),-1.1,11,2,-6,-0.43,/,/,0.0,-2
Cc1cccc(Cn2c(=O)c3c(nc4n3CCCN4Cc3ccccc3)n(C)c2=O)c1,-5.9,20,19,-1,-0.52,0,-2,-0.1,1
COc1ccc(C2CC(C(F)(F)F)n3nc(C(=O)O)cc3N2)cc1 (stereo unspecified),-1.8,7,3,23,0.075,-1,1,-0.2,-3
COc1ccc(CCN(Cc2cccs2)S(=O)(=O)c2ccc(S(=O)(=O)N3CCC(C)CC3)cc2)cc1OC,2.8,13,9,8,0.52,-2,/,0.3,2
CCOc1ccccc1C(=O)OCC(=O)Nc1ncc(C(F)(F)F)cc1Cl,0.6,7,-3,1,/,0,1,-0.4,-4
Cc1ccccc1C(=O)c1cccn1CC(=O)NCCCN1CCc2ccccc2C1,0.2,-4,-6,-6,-0.039,-21,-6,0.5,1
Cc1ccc(CCNC(=O)c2cc(-c3ccncc3)nc3ccccc23)cc1,-0.1,7,1,-7,-0.91,-1,/,0.7,-5
COCCCNc1nc(SCc2ccccc2)nc2sc3c(c12)CCC3,-1.3,8,-3,1,0.57,-7,0,0.2,1
COc1cc2c(C(=O)NCc3ccc4c(c3)OCO4)cn(CC(C)C)c(=O)c2cc1OC,0.2,2,-5,2,0.027,-11,-1,0.4,-6

# Three entries from above in another layout:
Cc1ccc(NC(=S)NC(CO)C(O)c2ccc([N+](=O)[O-])cc2)cc1 (stereo unspecified)
  TNF necrop inh: -1.1; FXIIa inh 1536: 11; FXIa inh: 2; Hck Nef HTS: -6; Cl transport mod: -0.43; hK5 inh: /; Rad51 HR inh: /; zVAD death inh: 0.0; Thrombin inh: -2
Cc1cccc(Cn2c(=O)c3c(nc4n3CCCN4Cc3ccccc3)n(C)c2=O)c1
  TNF necrop inh: -5.9; FXIIa inh 1536: 20; FXIa inh: 19; Hck Nef HTS: -1; Cl transport mod: -0.52; hK5 inh: 0; Rad51 HR inh: -2; zVAD death inh: -0.1; Thrombin inh: 1
COc1ccc(C2CC(C(F)(F)F)n3nc(C(=O)O)cc3N2)cc1 (stereo unspecified)
  TNF necrop inh: -1.8; FXIIa inh 1536: 7; FXIa inh: 3; Hck Nef HTS: 23; Cl transport mod: 0.075; hK5 inh: -1; Rad51 HR inh: 1; zVAD death inh: -0.2; Thrombin inh: -3

# 4 entries from above, with two lines to a compound:
# Sequence of screens: TNF necrop inh | FXIIa inh 1536 | FXIa inh | Hck Nef HTS | Cl transport mod | hK5 inh | Rad51 HR inh | zVAD death inh | Thrombin inh
Cc1ccc(NC(=S)NC(CO)C(O)c2ccc([N+](=O)[O-])cc2)cc1 (stereo unspecified)
 : -1.1 | 11 | 2 | -6 | -0.43 | / | / | 0.0 | -2
Cc1ccc(CCNC(=O)c2cc(-c3ccncc3)nc3ccccc23)cc1
 : -0.1 | 7 | 1 | -7 | -0.91 | -1 | / | 0.7 | -5
Cc1ccccc1C(=O)c1cccn1CC(=O)NCCCN1CCc2ccccc2C1
 : 0.2 | -4 | -6 | -6 | -0.039 | -21 | -6 | 0.5 | 1
O=c1cc(-c2ccccc2)nc2nc(-c3ccco3)[nH]n12
 : -1.1 | 25 | 17 | -3 | 0.98 | -10 | 5 | 0.0 | -4

# These rows are one share of the data (hit frequency here may not be typical).
